# Efflux pump inh – blocks antifungal efflux pumps in multiplex yeast assay. S. cerevisiae Candida pump triplex, Nile Red efflux. AID 485275. inhibition, % at 10 µM. actives 0.44% (n = 330,000);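 active means plate passing quality check with inhibition over a set limit, or well fluorescence over plate mean plus 4 SD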;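 further: Nile Red retained in pooled yeast measured as flow cytometry median fluorescence; 0% = buffer negative control and 100% = Enniatin B positive control; higher means more Nile Red kept so more efflux inhibition; some compounds called inactive have numbers as strong as hits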
# PREPL inhibitor – human PREPL enzyme inhibition; AID 2751; actives 0.68% (n = 320,000); inhibition, % at 5.96 µM; recombinant PREPL, fluorescence polarization activity-based probe; in the data active means inhibition above about 43%;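 further: 0% = enzyme with DMSO and 100% = wells lacking enzyme; many of its hits are not listed in these tables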
# Target sequence (Q4J6C6 whole entry, looked up): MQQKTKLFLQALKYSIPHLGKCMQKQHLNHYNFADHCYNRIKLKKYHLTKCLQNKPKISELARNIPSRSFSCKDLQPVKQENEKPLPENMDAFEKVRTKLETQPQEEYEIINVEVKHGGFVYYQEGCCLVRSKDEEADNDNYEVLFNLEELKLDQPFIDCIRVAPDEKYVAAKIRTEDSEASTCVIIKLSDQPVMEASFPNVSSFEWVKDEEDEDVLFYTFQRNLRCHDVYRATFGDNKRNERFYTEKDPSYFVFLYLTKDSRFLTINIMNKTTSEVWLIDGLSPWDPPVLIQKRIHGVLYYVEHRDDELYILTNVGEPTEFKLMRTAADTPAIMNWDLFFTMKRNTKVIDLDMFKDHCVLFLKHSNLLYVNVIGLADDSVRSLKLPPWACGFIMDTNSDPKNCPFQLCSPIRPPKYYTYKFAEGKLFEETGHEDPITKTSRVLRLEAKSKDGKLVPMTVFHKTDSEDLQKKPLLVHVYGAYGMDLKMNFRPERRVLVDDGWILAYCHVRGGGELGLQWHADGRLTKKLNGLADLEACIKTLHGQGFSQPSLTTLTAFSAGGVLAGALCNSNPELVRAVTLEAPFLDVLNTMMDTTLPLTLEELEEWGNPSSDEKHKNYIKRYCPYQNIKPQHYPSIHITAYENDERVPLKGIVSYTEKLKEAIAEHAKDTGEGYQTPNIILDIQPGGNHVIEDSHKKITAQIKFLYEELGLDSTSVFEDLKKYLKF
# * marks the source's active call; other numbers are inactive results.
SMILES,Efflux pump inh,PREPL inhibitor
Cc1ccc(-c2csc(NC(=O)c3c(C)noc3C)n2)s1,0.3,17.0
Cc1ccc([C@H]2C(C(=O)O)=CC[C@@H](c3ccc(Cl)c(Cl)c3)N2S(=O)(=O)c2ccc(C)cc2)cc1,0.2,2.5
O=C(Nc1nnc(-c2ccccc2)o1)c1cccc(S(=O)(=O)N2CCOCC2)c1,-0.3,2.2
COc1ccccc1CNC(=O)COC(=O)/C=C/c1ccc2ccccc2n1,0.4,-2.9
O=C(CCC(=O)c1cccs1)OCC(=O)c1ccc(F)cc1,0.2,6.3
COC(=O)[C@]1(C)N[C@H](CN(C)S(=O)(=O)c2ccc(OC)cc2)[C@@H]2C(=O)N(C)C(=O)[C@@H]21,-0.2,2.8
O=C1CN(C(=O)COC(=O)CCc2ccccc2O)c2ccccc2N1,0.1,24.4
CC(=O)C[C@@H](O)CC(=O)[C@@H]1OC(=O)[C@H](C)CCCCc2ccccc21,0.6,-0.7
Nc1ncnc2c1ncn2[C@@H]1O[C@H](CN2CCCS2(=O)=O)[C@@H](O)[C@H]1O,0.0,1.2
C[C@H](CO)N1C[C@H](C)[C@@H](CN(C)Cc2ccccc2)Oc2ccc(NC(=O)Cn3cnnn3)cc2C1=O,0.1,3.8
O=C(COC(=O)CN1C(=O)C2CCCCC2C1=O)Nc1ccc(F)c(F)c1F (configuration not stated),0.1,9.9
COc1ccc(NC(=O)N(C)C[C@H]2Oc3c(NS(=O)(=O)c4ccc(OC)cc4)cccc3C(=O)N([C@H](C)CO)C[C@@H]2C)cc1,0.1,8.1
CC(=O)C(Cc1ccccc1)NC(=O)COC(=O)c1cccc(C)c1[N+](=O)[O-] (configuration not stated),-0.3,11.1
CC(C)(C)OC(=O)C[C@@H]1C/C=C\C[C@H](CC(=O)N(CCO)Cc2ccccc2)C(=O)NCCOC1=O,0.1,4.4
COc1cc([N+](=O)[O-])ccc1NC(=O)COC(=O)C1=NN(c2ccccc2)C(=O)CC1,0.3,8.4
O=C(NN=Cc1ccc(O)cc1)c1ccccc1NS(=O)(=O)c1cccs1,0.0,22.3
CCOC(=O)C1=C(C)NC(C)=C(C(=O)OCC)C1C(=O)OCC(=O)NCc1ccco1,0.2,14.4
CC1(C)Oc2ccc3ccc(=O)oc3c2C[C@H]1O[C@@H]1O[C@H](CO)[C@@H](O)[C@H](O)[C@H]1O,-0.3,8.4
Cc1cccc(N2CC(C(=O)Nc3ccc(N4CCOCC4)cc3)CC2=O)c1C (configuration not stated),0.0,10.9
CCCn1c(N)c(C(=O)CSc2nnc(-c3c[nH]c4ccccc34)n2C2CC2)c(=O)[nH]c1=O,0.2,15.3
C=CCC[C@@H](Cc1ccc(F)cc1)C(=O)OC[C@H](Cc1c[nH]c2ccccc12)NC(=O)[C@@H](CC=C)CC(=O)N[C@@H](CO)Cc1ccccc1,1.1,5.0
O=c1ccc(S(=O)(=O)N2CCCC2)c[nH]1,-0.3,5.7
Cc1nc(SCC(=O)N2CCOCC2)c2c(=O)n(C)c(=O)n(CC(C)C)c2n1,0.5,22.5
COCC(=O)Nc1ccc(N2CCOCC2)c(S(=O)(=O)Nc2ccccc2OC)c1,0.1,7.8
COc1cc2nc(CN3CCN(S(=O)(=O)c4ccccc4C(F)(F)F)CC3)[nH]c(=O)c2cc1OC,0.1,7.1
O=C(OCC(=O)N1CCc2ccccc2C1)c1ccc(F)cc1Cl,0.6,1.2
COc1ccc(N2CCN(C(=O)CN3c4cccc5cccc(c45)S3(=O)=O)CC2)cc1,-0.1,41.9
Cc1cccc(NC(=O)COC(=O)c2nn(C)c(=O)c3ccccc23)c1C,0.0,-0.3
O=C(CNC(=O)c1n[nH]c2ccccc12)Nc1ccc(F)c(F)c1F,-0.1,6.9
CN(c1ccccc1)S(=O)(=O)c1cccc(NC(=O)c2ccc(=O)[nH]n2)c1,-0.1,-7.2
CC(C)C(NC(=O)c1ccccc1F)C(=O)NCCCn1ccnc1 (configuration not stated),-0.1,21.8
O=C(Nc1ccc(N2CCOCC2)cc1N1CCOCC1)c1ccccc1,-0.1,27.0
CC1CC(C)CN(C(=O)COC(=O)c2ccc3c(c2)OCCO3)C1 (configuration not stated),0.0,-5.8
Cc1ccc(S(=O)(=O)N(C)C[C@@H]2Oc3ccc(NC(=O)Nc4cccc5ccccc45)cc3C(=O)N([C@H](C)CO)C[C@H]2C)cc1,0.2,18.1
COc1ccc(S(=O)(=O)N(C)C[C@H]2Oc3ccc(NC(=O)C4CCCCC4)cc3C(=O)N([C@H](C)CO)C[C@@H]2C)cc1,0.9,3.9
COc1ccc(CN(C)C(=O)COC(=O)c2cc([N+](=O)[O-])ccc2N2CCCC2)c(OC)c1OC,-0.5,7.9
O=C(N[C@@H](Cc1ccccc1)C(=O)OCc1ccccc1)c1ccco1,-0.1,-6.5
O=[N+]([O-])c1cc(S(=O)(=O)N2CCOCC2)ccc1NS(=O)(=O)c1ccccc1,-0.1,26.1
Cc1ccc(NC(=O)COC(=O)CC2CC3CCC2C3)cc1S(=O)(=O)N1CCOCC1 (configuration not stated),0.0,-1.5
CN(C)c1cccc(C(=O)OCC(=O)NC(=O)NCc2ccccc2)c1,0.0,20.1
CN(C(=O)c1cccc(NC(=O)C2CCCN(C(=O)OC(C)(C)C)C2)c1)C1CCCC1 (configuration not stated),-0.4,10.0
C=CCN(c1ccccc1OC)S(=O)(=O)c1cccc(C(=O)OC2CCOC2=O)c1 (configuration not stated),-0.1,6.0
Cn1cccc1C(=O)OCC(=O)NNC(=O)c1ccc([N+](=O)[O-])cc1,0.1,4.5
Cc1cc(C)c(NC(=O)COC(=O)C2CCCO2)c(C)c1 (configuration not stated),-0.1,7.3
COc1ccc2c(C#CCCO)c(-c3ccc(S(C)(=O)=O)cc3)sc2c1,0.3,20.9
CCOC(=O)N1CCN(C(=O)c2ccc(S(=O)(=O)Nc3ccc(C)cc3)cc2)CC1,-0.1,0.8
COc1cc(C(=O)NNC(=O)CNC(=O)C2CCCCC2)ccc1OC(C)C,0.0,17.7
COc1ccc(S(=O)(=O)Nc2cccc3c2O[C@H](CN(C)S(=O)(=O)c2cccs2)[C@@H](C)CN([C@H](C)CO)C3=O)cc1,-0.1,24.7
COc1ccc(N(CC(=O)NCCSc2ccccc2)S(=O)(=O)c2ccccc2)c(OC)c1,0.0,-9.4
O=C(COC(=O)Cc1n[nH]c(=O)c2ccccc12)NNC(=O)c1ccc(Br)cc1,-0.1,-5.1
# (continued)
SMILES,Efflux pump inh,PREPL inhibitor
O=C(COC(=O)c1ccc([N+](=O)[O-])o1)NCc1ccc2c(c1)OCO2,0.5,19.4
COc1cc(CC(=O)OCC(=O)N(C)C2CCCCC2)cc(OC)c1OC,-0.1,2.6
COc1cc2c(C(F)(F)F)c(-c3ccsc3)oc(=O)c2cc1OC,-0.1,10.0
Cc1csc(CNc2ncnc3ccc(-c4ccccc4Cl)cc23)c1,-0.2,-14.0
C[C@]12c3[nH]c4ccccc4c3CCN1C(=O)C(CC(=O)NCCC1=CCCCC1)C[C@@H]2C(=O)N1CCCCC1 (some centres not stated),0.7,17.1
CC1CCN(C(=O)COC(=O)c2ccc3ccccc3n2)CC1,-0.1,4.1
CC(C)NC(=O)N(C)C[C@@H]1Oc2ccc(NC(=O)CCN3CCOCC3)cc2CC(=O)N([C@@H](C)CO)C[C@@H]1C,-0.1,15.6
CC(C)(C)[C@H]1COC(=O)[C@H](NC(=O)OCC2c3ccccc3-c3ccccc32)C/C=C\C[C@@H](CC(=O)N[C@@H](CO)Cc2ccccc2)C(=O)N1,-0.1,24.4
Cc1nnc(SCC(=O)NCC(=O)Nc2ccc(F)c(F)c2F)n1N,-0.2,3.7
CC(C)N(C(=O)COC(=O)CCC(=O)c1cccs1)c1ccccc1,-0.1,15.3
COc1ccc(Br)cc1CN(C)C(=O)C1=CC=CN2CCS(=O)(=O)N=C12,-0.2,-0.1
COc1ccc(S(=O)(=O)Nc2c(C)nn(C)c2C)cc1Br,-0.1,3.3
CCN(CC)C(=O)[C@H]1CC(CC(=O)NC/C=C(\C)CCC=C(C)C)C(=O)N2CCc3c([nH]c4ccccc34)[C@]12C (some centres not stated),0.1,33.8
O=C(COC(=O)c1c[nH]c2ccccc12)Nc1ccccc1,0.1,0.8
CCOC(=O)C1CCN(C(=O)COC(=O)c2c(C)c(CC)nc3ccccc23)CC1,-0.1,6.5
Cc1ccc(Cl)cc1NC(=O)COC(=O)CSc1ccccc1,0.1,-9.2
COc1ccc(Cl)cc1NC(=O)CN(C)CC(=O)N(CC(C)C)c1c(N)n(CC(C)C)c(=O)[nH]c1=O,0.0,8.6
O=C(OCC(=O)N1CCOCC1)c1cc(=O)[nH]c2ccccc12,0.2,5.6
O=C(Nc1cc(C(=O)N2CCN(c3ccccc3)CC2)ccc1Cl)c1cccs1,0.0,6.0
Cc1nn(CC(=O)N2CCc3ccccc32)c(C)c1S(=O)(=O)NC(C)(C)C,-0.1,2.5

# One compound at a time, as listed above. Screens in order: Efflux pump inh | PREPL inhibitor
# CCN(CC)C(=O)[C@H]1CC(CC(=O)NC/C=C(\C)CCC=C(C)C)C(=O)N2CCc3c([nH]c4ccccc34)[C@]12C (some centres not stated) in the list: 0.1 | 33.8
# CCOC(=O)C1CCN(C(=O)COC(=O)c2c(C)c(CC)nc3ccccc23)CC1 in the list: -0.1 | 6.5
# O=C(Nc1cc(C(=O)N2CCN(c3ccccc3)CC2)ccc1Cl)c1cccs1 in the list: 0.0 | 6.0
# Cc1nn(CC(=O)N2CCc3ccccc32)c(C)c1S(=O)(=O)NC(C)(C)C in the list: -0.1 | 2.5
# COc1ccc(Cl)cc1NC(=O)CN(C)CC(=O)N(CC(C)C)c1c(N)n(CC(C)C)c(=O)[nH]c1=O in the list: 0.0 | 8.6

# (continued)
SMILES,Efflux pump inh,PREPL inhibitor
CN(CC(=O)Nc1cccc(F)c1)C(=O)COc1ccc2c(c1)CCC2,-0.2,-4.0
COc1ccccc1CNC(=O)C(CCSC)NC(=O)c1cccc(S(=O)(=O)N2CCOCC2)c1 (configuration not stated),0.0,7.3
COCCOc1ccc(C(F)(F)F)cc1NC(=O)CN1C(=O)NC2(CCCc3ccccc32)C1=O (configuration not stated),0.1,5.1
CCCCCCSc1ccc(-c2nc3ccc(Cl)cn3c2NCc2ccccc2)cc1,-0.3,9.2
CSc1ncccc1C(=O)OCCCC(=O)c1ccc(F)cc1,0.4,6.8
O=C(COC(=O)c1ccc(Cl)cc1)NCC1CCCCC1,-0.1,19.8
CN(C)c1cccc(C(=O)NNC(=O)C23CC4CC(CC(C4)C2)C3)c1,-0.3,10.7
COc1cc(C(=O)OCC(=O)NCC2CCCO2)cc(OC)c1OC (configuration not stated),-0.1,9.9
Cc1noc(C)c1S(=O)(=O)Nc1ccc2c(c1)C(=O)N([C@H](C)CO)C[C@H](C)[C@@H](CN(C)C(=O)NC(C)C)O2,0.6,14.3
Cc1cc(C)n2nc(C(=O)OCC(=O)Nc3ccc(C)c(S(=O)(=O)N4CCOCC4)c3)nc2n1,0.1,9.0
C[C@H](CO)N1C[C@H](C)[C@@H](CN(C)S(=O)(=O)c2ccc(F)cc2)Oc2c(NC(=O)CCC(F)(F)F)cccc2C1=O,0.0,-0.5
CC(C)NC(=O)Nc1ccc2c(c1)C(=O)N([C@H](C)CO)C[C@@H](C)[C@@H](CN(C)C(=O)NC1CCCCC1)O2,0.1,16.3
c1ccc(-c2cc3cc4c(cc3cn2)OCO4)cc1,0.0,2.0
O=C(NCCN1CCOCC1)c1ccccc1OCc1ccccc1,0.0,10.7
CCOc1ccc(C(=O)NCC(c2cccs2)N2CCOCC2)cc1 (configuration not stated),-0.1,28.2
Cc1cc(NC(=O)c2ccc3nccnc3c2)ccc1Br,0.0,12.3
Cc1ccnc(SCC(=O)Nc2cccc(S(=O)(=O)N3CCOCC3)c2)n1,-0.2,5.7
CCOc1cc(N2CCOCC2)c(OCC)cc1NC(=O)C(C)Oc1ccccc1 (configuration not stated),0.0,22.5
O=C(CSc1nnc(-c2ccc3c(c2)OCO3)o1)Nc1c(F)cccc1F,0.1,14.2
CC(C)(C)OC(=O)C[C@H]1C/C=C\C[C@@H](CC(=O)N[C@H](CO)Cc2ccccc2)C(=O)N2CCC[C@H]2COC1=O,-0.4,4.9
C[C@H](CO)N1C[C@H](C)[C@@H](CN(C)S(C)(=O)=O)Oc2c(NC(=O)Nc3ccccc3)cccc2C1=O,0.0,18.7
Cc1ccc([C@H]2C(C(=O)O)=CC[C@@H](c3ccc(C)cc3)N2S(=O)(=O)c2ccc(C)cc2)cc1,-0.1,0.4
Cc1ccc(S(=O)(=O)Nc2ccc3c(c2)C(=O)N([C@H](C)CO)C[C@H](C)[C@@H](CN(C)Cc2ccc(-c4ccccc4)cc2)O3)cc1,0.3,35.1
COc1cc(C#Cc2c(-c3cncn3C)n(C)c3ccc(-c4ccc5cc[nH]c5c4)cc23)cc(OC)c1,0.0,30.4
O=C(C[C@@H]1C/C=C\CC[C@H](Cc2ccc(F)cc2)C(=O)OC[C@@H]2CCCN2C1=O)NCCO,-0.4,22.7
COc1ccc(CN(C)CC(=O)Nc2cccc(S(=O)(=O)N3CCCC3)c2)cc1F,-0.3,16.3
Cc1cc(NC(=O)CN(C)CC(=O)Nc2ccc(Cl)cc2)no1,0.0,-1.3
COc1ccc(C(=O)OCC(=O)c2ccc[nH]2)c(OC)c1,0.0,11.7
O=C(Nc1cccc(S(=O)(=O)NC2=NCCC2)c1)c1ccc(F)cc1F,-0.2,7.4
Cn1nnnc1Sc1ncnc2scc(-c3cccc(Br)c3)c12,-0.5,11.6
COc1cc(N)c(Cl)cc1C(=O)OCC(=O)NC(=O)NCc1ccco1,-0.2,13.4
Cc1ccc(CNC(=O)Cn2cnc3c(OCc4ccccc4)ncnc32)o1,0.0,2.8
N#Cc1cccc(NC(=O)CSc2cccc[n+]2[O-])c1,0.2,5.7
CC[C@@H]1C=C(C(=O)O)[C@H](c2ccc(C#N)cc2)N1S(=O)(=O)c1ccc(C)cc1,0.1,-12.3

# Single entries from the entries so far:
# COc1cc(N)c(Cl)cc1C(=O)OCC(=O)NC(=O)NCc1ccco1 in PREPL inhibitor: 13.4
# Cc1ccc(CNC(=O)Cn2cnc3c(OCc4ccccc4)ncnc32)o1 in Efflux pump inh: 0.0

# This is a subset (hit frequency here may not be typical).
